# Source: PubChem BioAssay
# Cneo AK release = Cryptococcus neoformans lysis via adenylate kinase release | lysis activity, % at 15 µM | 360,000 compounds, 0.2% hits | C. neoformans lysis, adenylate kinase release luminescence, 4 h; normalised: neutral wells 0, clomiphene wells 100;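 active means mean lysis activity across replicates of at least 80%, whatever share of replicates individually reach that level; inactive means mean lysis activity below 80%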
#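 Test system: log-phase Cryptococcus neoformans yeast cells; Quantity: yeast cell density of 5 × 10^6 cells/mL; Buffer or medium: YPD; Doses: single compound concentration per well; Timing: 4 h at 37 °C static, read 1 h later; Measured by: AK luminescence; Read-out basis: lysis from increased AK signal; Control set: Clomiphene as positive control.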
# PglD DTNB = blocks C. jejuni PglD acetyltransferase activity | purified PglD enzyme, DTNB colorimetric CoA detection | inhibition, % at 12.5 µM | 360,000 compounds, 0.098% hits | AID 602405; in the data active means inhibition above about 16%, passing the limit was not always enough; further: strong numbers were not always called active
# ERAP1 HTS inh = ERAP1 (human) enzyme inhibition; recombinant ERAP1, Leu-AMC fluorescence, 60 min; inhibition, % at 10.7 µM; 340,000 compounds, 0.15% hits; AID 652197;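 active means mean replicate inhibition of at least 30%, or all replicates individually reaching that 30% level; inactive means mean below 30% and not every replicate reaching it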;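 further: 0% = neutral control wells and 100% = L-leucinethiol positive control wells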
# miR122 inh = miR-122 inhibition in Huh7 cells; Huh7 miR-122 Renilla luciferase sensor, 48 h; neutral wells = 0, positive control = 100; AID 602342; activation (reporter increase), % at 12.5 µM; 340,000 compounds, 0.3% hits;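 active means mean replicate activation score at least 90 and every replicate individually at or above 90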;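 further: higher luciferase means less miR-122 activity so hits act as miR-122 inhibitors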
# RAD54 branch = blocks human RAD54 Holliday junction branch migration | 360,000 compounds, 0.14% hits | FAM/BHQ fluorescence | inhibition, % at 10.4 µM;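 active means mean normalized replicate activity at least 40 and at least half of replicates scoring 40 or more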;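 further: 0% = median of neutral control wells and 100% = median of positive control wells; inhibitors cause a drop in the FAM fluorescence signal; in these data hits start at about 50%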
# PGC1a acetyl inh = modulators of PGC1a acetylation; U2OS PGC1a acetylation, AlphaScreen anti-acetyl-lysine; with virally co-expressed GCN5 acetyltransferase; inhibition, % at 15.6 µM; AID 651687; 350,000 compounds, 0.17% hits;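 active means every replicate shows inhibition of at least 40%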;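 further: 0% = neutral control wells and 100% = positive control wells; some results beyond the cut were filed as inactive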
# E-selectin induc = E-selectin induction on HUVECs; activation, % at 7.58 µM; P16581; 260,000 compounds, 0.37% hits; HUVEC E-selectin immunofluorescence imaging; normalized: neutral wells 0, TNF-alpha wells 100;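 active means mean E-selectin-positive cell signal at least 10% of the positive control, reached in at least 60% of replicates, without over 20% cell loss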;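 further: in these data hits start at about 27%; measured in HUVEC primary endothelial cells; signal is the percent of cells scored E-selectin positive by PE staining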
# Target sequence (P16581 whole entry, looked up): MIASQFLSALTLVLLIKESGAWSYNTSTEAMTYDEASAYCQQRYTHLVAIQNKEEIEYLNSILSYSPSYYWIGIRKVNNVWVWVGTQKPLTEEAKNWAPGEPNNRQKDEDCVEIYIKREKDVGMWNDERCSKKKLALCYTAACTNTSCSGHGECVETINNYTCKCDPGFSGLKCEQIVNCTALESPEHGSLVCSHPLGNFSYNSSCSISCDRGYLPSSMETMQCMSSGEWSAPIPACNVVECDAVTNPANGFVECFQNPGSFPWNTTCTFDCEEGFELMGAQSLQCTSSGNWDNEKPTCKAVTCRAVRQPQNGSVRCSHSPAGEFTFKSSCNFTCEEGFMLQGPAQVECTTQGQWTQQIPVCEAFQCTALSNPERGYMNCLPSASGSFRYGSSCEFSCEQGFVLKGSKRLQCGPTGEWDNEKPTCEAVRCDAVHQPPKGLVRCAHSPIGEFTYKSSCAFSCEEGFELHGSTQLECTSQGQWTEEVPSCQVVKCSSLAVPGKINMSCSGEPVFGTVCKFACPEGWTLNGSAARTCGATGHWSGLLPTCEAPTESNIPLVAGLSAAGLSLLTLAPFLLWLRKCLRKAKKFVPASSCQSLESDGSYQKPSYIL
#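 Assay system: HUVEC, human umbilical vein endothelial cells / Amount: 3,000 HUVEC/well / Controls: TNF-alpha positive control, DMSO neutral control / Compound dosing: single concentration / Medium: EGM-2 over gelatin coat / Evaluation: percent E-selectin-positive cells / Signal: immunofluorescence imaging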
# RAD52 anneal inh = RAD52 (human) annealing inhibition. recombinant RAD52 DNA annealing, FRET fluorescence. 360,000 compounds, 0.46% hits. AID 651710. P43351. inhibition, % at 18.7 µM;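 active means every replicate showing at least 50% inhibition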
# Target sequence (P43351 whole entry, looked up): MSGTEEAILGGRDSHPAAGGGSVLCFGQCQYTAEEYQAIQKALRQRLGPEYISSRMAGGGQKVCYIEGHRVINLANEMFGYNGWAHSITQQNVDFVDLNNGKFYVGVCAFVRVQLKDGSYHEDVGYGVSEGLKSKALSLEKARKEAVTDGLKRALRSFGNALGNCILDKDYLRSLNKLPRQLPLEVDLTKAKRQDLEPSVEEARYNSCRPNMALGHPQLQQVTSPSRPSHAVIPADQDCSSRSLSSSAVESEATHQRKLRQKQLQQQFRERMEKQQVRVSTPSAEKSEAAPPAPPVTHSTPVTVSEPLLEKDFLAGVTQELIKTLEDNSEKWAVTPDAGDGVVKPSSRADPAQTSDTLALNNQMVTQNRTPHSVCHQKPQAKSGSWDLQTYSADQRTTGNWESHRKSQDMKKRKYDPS
# An asterisk follows results filed as active; · = no result given; [ ] = dose if it differs, or a comment. An unsorted share of the library, and some 1.4% of all compounds hit somewhere here.
SMILES,Cneo AK release,PglD DTNB,ERAP1 HTS inh,miR122 inh,RAD54 branch,PGC1a acetyl inh,E-selectin induc,RAD52 anneal inh
C[C@@H]1CN([C@@H](C)CO)C(=O)c2cc(C#CC3(O)CCCC3)cnc2O[C@H]1CN(C)Cc1cncnc1,0,-1,3,-1[16.7 µM],-6,-4,0.1,7
CCCn1nc(C(=O)N2CCc3ccccc3C2)c2ccccc2c1=O,-2,-5,·,1,23,-8,·,·
Cc1c(C(C)C)c(=O)n(-c2ccc(S(=O)(=O)N3CCOCC3)cc2)n1C,·,·,3,·,·,0,0.0,-7
O=C(Nc1ccc(NC(=O)C2CC2)nc1)c1cccc(F)c1,-2,0,·,-3,-15,-6,·,·
CCOc1ccccc1C(=O)NCCC(=O)O,0,4,·,0,7,-22,·,·
CO[C@H]1CN(C)C(=O)c2cc(NC(=O)C3CC3)ccc2OC[C@H](C)N(C(=O)CN(C)C)C[C@H]1C,-7,1,0,-2[16.7 µM],2,-5,0.1,13
CSc1ccc(C(=O)C2CCCN(C(=O)c3nonc3C)C2)cc1 (configuration not stated),2,3,0,·,3,·,·,-5
c1cnc(N2CCN(Cc3c[nH]c4ccccc34)CC2)nc1,4,-2,·,-38,-5,12,·,·
C[C@@H]1CCCCO[C@@H](CN(C)C(=O)Nc2ccccc2)[C@H](C)CN([C@H](C)CO)C(=O)c2cc(NC(=O)c3ccncc3)ccc2O1,3,2,-1,-7[16.7 µM],2,6,·,1
CO[C@H]1CN(C)C(=O)c2ccc(NC(=O)c3ccc(Oc4ccccc4)cc3)cc2OC[C@H](C)NC[C@@H]1C,-1,-1,-4,-7[16.7 µM],7,-13,0.5,51*
COCC(C)NC(=O)c1ccc(N(C)C)cc1 (configuration not stated),1,1,·,-7,-6,8,·,·
CCN(CC)C(=O)c1sc(NC(=O)c2ccc(Br)o2)c(C(=O)OC)c1C,1,6,·,2,-11,10,·,·
O=C(CNC(=O)c1cccs1)c1ccc(Cl)cc1,0,2,-3,·,5,·,·,4
O=C(NC1CCCCC1)C(c1cccnc1)N(C(=O)c1csnn1)C1CCCC1 (configuration not stated),2,-2,·,-7,9,·,·,·
COCC(=O)Nc1ccc2c(c1)C(=O)N(C)[C@H]1CC[C@@H](CC(=O)Nc3cn(C)nc3C)O[C@H]1CO2,1,0,·,-25[16.7 µM],-3,4,0.1,·
CC(C)(Oc1ccc(Cl)cc1)C(=O)O,0,-5,1,-4,4,·,-2.3,-5
Cc1ccc(S(=O)(=O)CC(C)N2CCOCC2)c(S(=O)(=O)CC(C)N2CCOCC2)c1 (configuration not stated),3,7,·,6,-24,·,·,·
C[C@H]1CN([C@@H](C)CO)C(=O)c2ccccc2-c2ccccc2CO[C@@H]1CN(C)C(=O)c1cc(Cl)cc(Cl)c1,·,·,-3,·,·,9,0.0,15
CCN(CC)S(=O)(=O)c1cccc(C(=O)Nc2cccnc2)c1,1,-6,-8,0,-2,-3,·,-5
C[C@@H]1CN([C@@H](C)CO)C(=O)c2cc(C#CC3CCCCC3)cnc2O[C@H]1CN(C)S(=O)(=O)c1cccc(F)c1,-5,-1,-3,-45[16.7 µM],-1,-4,·,3
N/C(=N\OC(=O)c1cc(-c2ccccc2)nc2ccccc12)c1cccnc1,-1,2,2,14,3,·,-0.4,-11
COc1cc2c(cc1OC)C(c1ccc(-c3cc(Cl)ccc3Cl)o1)=NCC2,5,0,·,-2,11,10,·,·
O=C(CN(c1ccc(Cl)cc1)S(=O)(=O)c1ccc(Cl)c([N+](=O)[O-])c1)NCCc1ccccc1,·,·,-1,4,·,23,-1.8,-13
O=C(COc1ccccc1)N1CCN(c2nnc(-c3ccccc3)c3ccccc23)CC1,1,-9,·,-7,-16,·,·,·
O=C(Nc1ccc2c(c1)OCO2)N[C@H]1CC[C@H](CCNC(=O)C2CCCC2)O[C@H]1CO,-4,1,0,3[16.7 µM],8,10,0.1,11
COCc1cc(=O)[nH]c2c1c(-c1ccccc1)nn2C,0,-7,2,-4,-3,-6,1.1,-2
C[C@@H]1CN([C@@H](C)CO)C(=O)c2cc(NC(=O)NC3CCCCC3)ccc2O[C@@H](C)CCCCO[C@@H]1CN(C)C,4,7,-4,-1[16.7 µM],2,6,-0.2,2
O=C(Nc1ccc2[nH]c(=O)[nH]c2c1)C(F)(F)F,·,·,-5,·,·,2,0.4,-12
COC(=O)Nc1ccc2c(c1)ncn2C1CCCCC1,-2,0,·,-3,2,·,·,·
C[C@H]1CN([C@@H](C)CO)C(=O)Cc2cc(NS(=O)(=O)c3ccccc3)ccc2O[C@H]1CN(C)Cc1ccncc1,1,2,1,-5[16.7 µM],-2,1,-16,-6

# Copied from the list:
# In PglD DTNB, CCN(CC)S(=O)(=O)c1cccc(C(=O)Nc2cccnc2)c1 has -6
# In RAD52 anneal inh, CC(C)(Oc1ccc(Cl)cc1)C(=O)O has -5
# In RAD54 branch, N/C(=N\OC(=O)c1cc(-c2ccccc2)nc2ccccc12)c1cccnc1 has 3

# (list continues)
SMILES,Cneo AK release,PglD DTNB,ERAP1 HTS inh,miR122 inh,RAD54 branch,PGC1a acetyl inh,E-selectin induc,RAD52 anneal inh
O=C(CSCC(=O)OCC(=O)N1CCN(C(=O)c2ccco2)CC1)Nc1ccc(Cl)cc1,0,-2,-2,-1,2,·,5.2,-5
CCN(c1ccccc1)S(=O)(=O)c1ccc(N2CCN(c3ccccc3O)CC2)nc1,-3,2,-2,-5,8,2,0.7,-13
CCCN(C)C[C@H]1OCCCC[C@H](C)Oc2ccc(NS(=O)(=O)c3ccc(OC)cc3)cc2C(=O)N([C@H](C)CO)C[C@H]1C,6,1,1,-8[16.7 µM],7,-4,0.4,20
C/C=C/c1ccc([C@@H]2[C@H](CO)N(C(=O)c3cnccn3)C23CN(C(=O)C2CCC2)C3)cc1,·,·,-1,·,·,-3,0.1,-25
CCOC(=O)C(C(=O)OCC)C(CC(=O)C1CC1)c1ccccc1 (configuration not stated),-1,-2,·,-5,-3,-13,·,·
Cc1cccc(OCCNC(=O)c2ccc(Oc3ccc(C(F)(F)F)cc3[N+](=O)[O-])cc2)c1,-1,-7,·,-5,-3,4,·,·
C=CCOc1ccc(/C=C/C(=O)OCC(=O)N2CCN(S(=O)(=O)c3ccc(C)cc3C)CC2)cc1,0,3,2,0,5,-5,2.2,0
Cn1nc(-c2ccc(Cl)cc2)c2cc(C(=O)N3CCN(C(=O)c4ccco4)CC3)sc21,0,-4,4,0,9,1,·,-18
CCOc1cc(NC(=O)c2ccco2)c(OCC)cc1NC(=O)CCC(=O)NCc1cccnc1,0,-3,·,-2,-3,-28,·,·
CO[C@@H](CN(C)S(=O)(=O)c1ccc(Cl)cc1)[C@@H](C)CN(C(=O)Nc1ccccc1F)[C@H](C)CO,15,1,2,·,7,-1,-0.1,9
C[C@H](CO)N1C[C@H](C)[C@H](CN(C)Cc2ccccc2C(=O)O)Oc2cc(-c3ccc(F)cc3)ccc2S1(=O)=O,2,0,-3,10[16.7 µM],8,12,-0.1,9
O=C(Nc1ccc(Cl)cc1Cl)C1=Cc2ccccc2OC1,-4,1,·,-5,-13,-1,·,·
CN(c1ccc(C(=O)N2CCCCCC2)cc1)S(=O)(=O)c1ccc(Cl)cc1,2,-7,3,·,2,-12,-0.3,-10
CC1CCCC(C)N1C(=O)COC(=O)Cc1ccc(F)cc1 (configuration not stated),2,-1,2,-5,-1,2,0.1,-13
O=C(O)CN1C(=O)c2cccc3c(Br)ccc1c23,0,-10,3,-4,1,-3,-0.1,-21

# Entries listed above shown as hits in RAD52 anneal inh.
smiles | PglD DTNB | ERAP1 HTS inh | miR122 inh | PGC1a acetyl inh | RAD52 anneal inh
CO[C@H]1CN(C)C(=O)c2ccc(NC(=O)c3ccc(Oc4ccccc4)cc3)cc2OC[C@H](C)NC[C@@H]1C | -1 | -4 | -7[16.7 µM] | -13 | 51*

# Going on with the list:
SMILES,Cneo AK release,PglD DTNB,ERAP1 HTS inh,miR122 inh,RAD54 branch,PGC1a acetyl inh,E-selectin induc,RAD52 anneal inh
CC(NC(=O)OC(C)(C)C)C(=O)N1CCCC1C(=O)NC(Cc1ccccc1)C(N)=O (configuration not stated),-1,-1,·,1,-5,0,·,·
CCN(c1ccc(OC)cc1)S(=O)(=O)c1ccc(-c2ccc(=O)[nH]n2)o1,5,1,-1,4,-10,-2,·,-6
COc1ccc(S(=O)(=O)NCC2CCCN(CC(C)(C)C)C2)cc1 (configuration not stated),-1,-13,1,·,-5,11,·,-128
O=C(Nc1ccccc1F)c1cc(Cl)sc1Cl,-2,-3,-2,-7,1,-5,0.3,-3
CNC(=S)N(C1=NCC(c2ccc([N+](=O)[O-])cc2)S1)c1ccccc1 (configuration not stated),-9,1,-2,·,-8,·,·,-15
CO[C@H]1CN(C)C(=O)c2cc(NC(=O)NC(C)C)ccc2OC[C@@H](C)NC[C@@H]1C,-3,0,·,-4[16.7 µM],10,8,0.1,·
Cc1cc(NC(=O)c2ccc(S(=O)(=O)N(C)C)cc2)n(-c2ccccn2)n1,1,1,·,-4,-2,15,·,·
COc1ccc(S(=O)(=O)N2CCCC2)cc1OC,4,-5,-5,-4,-12,-16,0.3,-4
Cc1cccc(NC(=O)CCNS(=O)(=O)c2cc(Br)cnc2N)c1C,1,-1,1,28,0,-6,·,-8
Cc1cccc(NC(=O)c2nc[nH]c2C(=O)N[C@@H](C)C(=O)OC(C)(C)C)c1,-1,-1,7,-1,1,-2,0.8,-1
O=C(NCc1ccco1)C(=O)c1cn(CC(=O)N2CCCC2)c2ccccc12,·,·,-2,·,·,0,0.5,-3
O=c1cc(-c2ccccc2Cl)oc2c(NS(=O)(=O)c3cccc4nsnc34)ccc(O)c12,-1,4,-5,-5,-2,0,0.0,-8
C[C@@H]1CN([C@H](C)CO)C(=O)Cc2cc(NS(=O)(=O)c3ccccc3)ccc2O[C@@H]1CN(C)Cc1ccc(Oc2ccccc2)cc1,7,-1,-1,-1[16.7 µM],-3,2,0.2,21
Cc1ccnc2c(N3C(=O)C4C5C=CC(C5)C4(C)C3=O)cccc12 (configuration not stated),1,-3,1,-4,-3,1,0.0,-7
Cc1ccc(C(CC(=O)c2ccc(Cl)cc2)C(=O)O)cc1 (configuration not stated),1,0,-5,0,-8,-2,·,-3
Cc1ccnc(SC2CC(=O)N(c3ccc(C(C)C)cc3)C2=O)n1 (configuration not stated),0,7,0,-1,6,-8,·,-2
N#C/C(=C/c1ccc(N2CCOCC2)c([N+](=O)[O-])c1)C(N)=O,1,-5,9,-8,-6,2,·,5
CC1(C(=O)Nc2ccc3c(c2)OCCO3)CCC(=O)N1CCc1c[nH]c2ccccc12 (configuration not stated),-7,1,7,5,-2,-13,0.0,4
O=C(c1cnccn1)N1CC(=O)N2[C@H](CO)[C@@H](c3ccc(C#CCc4ccccc4)cc3)[C@H]2C1,·,·,0,·,·,-6,-0.5,-1
CC(C)N(Cc1ccccc1)S(=O)(=O)c1ccc(F)cc1,-2,6,10,-2,-3,13,-0.1,-13
COc1ccccc1NC(=O)N1CCN(Cc2ccc3c(c2)OCO3)CC1,·,·,-3,-5,·,-1,0.7,-8
CC(=O)Nc1ccc(NC(=O)CCCN2C(=O)C(c3ccccc3)Oc3cccnc32)cc1 (configuration not stated),1,-1,17,-14,2,·,0.8,-4
COc1ccc(N2CCN(Cc3nc(N)nc(Nc4ccccc4OC)n3)CC2)cc1,19,2,·,-10,13,·,·,·
CN1C(=O)c2cc(NC(=O)C3CCCC3)ccc2OC[C@@H]2O[C@H](CC(=O)NCCc3ccncc3)CC[C@H]21,·,·,1,·,·,2,-0.1,11
CCOc1ccc(NC(=S)NCc2cccnc2)cc1,-2,-1,3,-2,-10,-3,3.5,0
